Screening data as filed in PubChem BioAssay.
GPT2 inhibitor = GPT2 alanine aminotransferase inhibition. Q8TD30. Recombinant GPT2, coupled pyruvate oxidase/HRP Amplex Red fluorescence. Potency, µM (series often up to 57.7 µM), without a hit: at the top dose activity change, negative = inhibition, actives largely listed as inhibitors. 100,000 compounds, 0.25% hits. AID 1671188; note: potency is the fitted concentration of half-maximal effect; nearly all actives have a fitted effect of over 60% in size; many of its hits are not listed in these tables
Target sequence (Q8TD30 whole entry, looked up): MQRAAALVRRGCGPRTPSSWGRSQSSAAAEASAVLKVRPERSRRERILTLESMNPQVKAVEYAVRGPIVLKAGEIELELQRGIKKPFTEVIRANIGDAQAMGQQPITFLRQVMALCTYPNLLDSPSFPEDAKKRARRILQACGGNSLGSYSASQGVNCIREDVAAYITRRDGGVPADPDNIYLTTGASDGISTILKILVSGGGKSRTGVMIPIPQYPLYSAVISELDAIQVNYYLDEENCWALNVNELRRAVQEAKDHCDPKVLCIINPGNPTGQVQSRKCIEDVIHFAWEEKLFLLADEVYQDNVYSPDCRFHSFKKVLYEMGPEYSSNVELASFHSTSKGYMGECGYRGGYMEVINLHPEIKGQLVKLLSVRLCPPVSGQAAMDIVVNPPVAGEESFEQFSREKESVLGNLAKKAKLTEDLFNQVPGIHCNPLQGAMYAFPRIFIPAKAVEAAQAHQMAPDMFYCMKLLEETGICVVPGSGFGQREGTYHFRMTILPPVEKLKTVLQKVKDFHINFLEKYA
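Fluorescence of coupled pyruvate oxidase/HRP/Amplex Red system (50uM Amplex, 30 min, dark) reports pyruvate formed by GPT2. Enzyme reaction: 10ng/uL GPT2, 2mM L-alanine, 250uM a-KG, 30 min room temperature, pH 7.5; 50uM AOA control.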
SNCA expr inh = reduces expression of the alpha-synuclein gene; HEK-293 SNCA-luciferase knock-in, luminescence, 24 h; Potency, µM (series often up to 57.2 µM), inactives show top-dose activity change, negative = inhibition, most hits filed as inhibitors; 140,000 compounds, 0.17% hits; AID 1671194;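 note: potency is the fitted concentration of half-maximal effect; plate controls were DMSO cells for no effect and cell-free wells for full effect; nearly all actives have a fitted effect of over 45% in size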
HEK293 tox = cytotoxic compounds in HEK 293 cells; HEK 293 viability, ATP luminescence (CellTiter-Glo), 48-72 h; Potency, µM (doses to about 115 µM), without a hit: at the highest dose activity change, negative = cytotoxicity, most hits filed as inhibitors; 94,000 compounds, 6.6% hits; note: potency is the fitted concentration of half-maximal effect; nearly all actives have a fitted effect of over 60% in size
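Luminescence from cellular ATP, measured with CellTiter-Glo, indicates HEK 293 viability. Cells plated at 250 cells/well are treated with compound for 48 or 72 hr at 37 degree Celsius before reagent addition.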
3T3 cytotox = NIH 3T3 cell cytotoxicity; AID 1345082; NIH 3T3 viability, CellTiter-Glo ATP luminescence, 48-72 h; Potency, µM (titrated, usually from 96.7 µM), for inactives: at the highest dose activity change, negative = cytotoxicity, actives largely listed as inhibitors; 94,000 compounds, 4.3% hits; note: potency is the fitted concentration of half-maximal effect; nearly all actives have a fitted effect of over 55% in size
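Cytotoxicity was measured by CellTiter-Glo ATP luminescence after 48 or 72 h compound exposure at 37 °C. Mouse NIH 3T3 fibroblasts were seeded at 400 cells/well and dosed by 23 nL pin transfer.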
IP6K1 inh = IP6K1 kinase inhibition; Q92551; IP6K1 kinase, ADP-Glo luminescence, 2 h; active compounds read low; activity change, % (series mostly up to about 58 µM); 140,000 compounds, 0.81% hits; AID 1645851; in the data active = activity change below about -25%
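ADP-Glo luminescence measures ADP made by human IP6K1 during a 2 h RT reaction with ATP/IP6 (mix at 1.3 mM/130 uM); top library doses 57.5 and 19.1 uM final.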
Luciferase inh = Photinus pyralis luciferase inhibition. AID 1347043. 76,000 compounds, 2.5% hits. purified P. pyralis luciferase, luminescence, biochemical. Potency, µM (highest dose often 115 µM), without a hit: top-dose activity change, negative = inhibition, most hits filed as inhibitors; note: potency is the fitted concentration of half-maximal effect; nearly all actives have a fitted effect of over 65% in size
Target sequence (P08659 whole entry, looked up): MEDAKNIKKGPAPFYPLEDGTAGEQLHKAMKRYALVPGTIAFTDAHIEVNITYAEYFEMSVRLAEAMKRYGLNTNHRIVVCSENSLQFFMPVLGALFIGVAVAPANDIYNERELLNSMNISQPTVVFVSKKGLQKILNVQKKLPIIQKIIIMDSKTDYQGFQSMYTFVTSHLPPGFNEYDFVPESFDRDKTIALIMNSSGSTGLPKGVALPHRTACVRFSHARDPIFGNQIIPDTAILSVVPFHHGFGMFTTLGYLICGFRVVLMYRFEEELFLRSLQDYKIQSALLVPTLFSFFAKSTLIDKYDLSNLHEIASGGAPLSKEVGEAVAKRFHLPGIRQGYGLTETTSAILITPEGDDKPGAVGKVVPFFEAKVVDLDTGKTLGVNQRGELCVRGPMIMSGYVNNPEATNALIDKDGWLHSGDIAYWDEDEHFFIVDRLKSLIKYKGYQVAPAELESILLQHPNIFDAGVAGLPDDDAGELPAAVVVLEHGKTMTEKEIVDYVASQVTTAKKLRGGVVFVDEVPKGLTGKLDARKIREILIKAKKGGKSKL
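Purified P. pyralis luciferase (10nM final) in 50mM Tris acetate pH 7.5, 10mM Mg acetate, 0.01% Tween-20, 0.05% BSA with 10uM D-luciferin and 10uM ATP. Compounds titrated qHTS. Luminescence imaged on CCD.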
SNCA viab count = counter-screen for SNCA expression inhibitors: cell viability | AID 1671193 | Potency, µM (titrated, usually from 57.1 µM), without a hit: at the top dose activity change, negative = cytotoxicity, hits mostly cytotoxic | 150,000 compounds, 0.12% hits | HEK-293-SNCA-luc viability, GF-AFC fluorescence, 24 h;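 note: potency is the fitted concentration of half-maximal effect; 0% = DMSO-treated cells and -100% = medium-only wells without cells; nearly all actives have a fitted effect of over 30% in size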
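Cytotoxicity counterscreen: after 24 h compound treatment of genome-edited SNCA-luciferase HEK-293 cells, live-cell protease substrate GF-AFC read by fluorescence after 30 min; activity scaled between DMSO (0%) and medium-only (-100%), curves Hill-fitted.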
Numbers without * were called inactive; i = inactive; ? = inconclusive; / = no result given; [ ] = dose if it differs, or a comment. Unless noted, calls come from the whole dose curve; as a rule, active = well fitted curve in the direction sought with a large enough effect; inconclusive = small, poorly fitted or top-dose-only effect, or another doubt; inactive = no such curve, though single readings can be large; an effect the other way counts as inactive or inconclusive. Unless noted, % is set by controls: 0 for no effect and ±100 for the full control effect.

molecule,GPT2 inhibitor,SNCA expr inh,HEK293 tox,3T3 cytotox,IP6K1 inh,Luciferase inh,SNCA viab count
COc1ccc(-c2cc3nc4c(c(=O)n3[nH]2)CN(C(=O)c2ccc(C)nc2)CC4)cc1,i,-18.4%,-9.1%,i,1.9,?,?
O=C(NCc1ccccc1)c1ccc2nc(CCc3ccccc3)oc2c1,/,91.3%[activator],/,/,-8.6,/,-10.3%
CCC(=O)N1CCc2sc(C(=O)NCc3ccc(C)cc3)cc2C1,?,-0.9%,?,?,-2.3,-10.2%,9.8%
Cc1c2cnn(-c3ccccc3)c(=O)c2c(C)n1CC(=O)N1CCN(c2cccc(Cl)c2)CC1,/,35.2%[activator],/,/,-14.5,/,-14.2%
Cc1ncsc1CN(Cc1ccccc1)C(=O)c1cn(CCC2CCCCC2)nn1,2.5%,-2.7%,?,?,12.5,6.8%,-1.9%
COc1ccccc1CNC(=O)C1CCN(c2nccc(Nc3ccccc3F)n2)CC1,i,22.0%,?,?,35.3,/,-9.0%[12.5 µM]
COc1ccc(OC)c(NC(=O)c2ccc3nc(C(C)C)oc3c2)c1,/,-3.8%,/,/,-2.5,/,10.4%
O=C(c1cnco1)N1CC(F)(F)C[C@H]1c1nc(-c2ccncc2)no1,-1.9%,31.2%[activator],-5.7%,-22.5%,19.8,-7.4%,-14.7%
Cc1noc(C)c1-c1cc2cc(CNC3CC3)oc2c(NC2CCN(C)CC2)n1,?,44.4%[activator][87.6 µM],39.8µM*,?,5.2,-15.5%[172 µM],?
C[C@H]1[C@@H]2[C@@H](O)C([C@H](C)C(=O)NC(C)(C)C)CC[C@@]2(C)CC[C@@H]1NS(C)(=O)=O (some centres undefined),1.7%[88.5 µM],-16.5%[87.6 µM],-14.2%[172 µM],?,-9.2,-0.9%[172 µM],6.6%[87.6 µM]
Cc1nn(S(=O)(=O)c2ccc(F)cc2)c(C)c1S(=O)(=O)N1CCCCC1,/,-17.0%,/,/,-19.7,/,6.6%
COc1cc(C2c3c(-c4ccccc4O)n[nH]c3C(=O)N2Cc2ccco2)ccc1OCC(C)C (centres undefined),/,?,/,/,-1.9,/,-27.9%
O=C(Nc1cccc(C(F)(F)F)c1)C1CCCN1S(=O)(=O)c1cccc2nsnc12 (centres undefined),/,-5.7%,/,/,-6.7,/,?
CC(C)(CN1CCC(Cc2ccc(C(=O)O)cc2)C1)N1CCOCC1 (centres undefined),-23.1%,15.8%,-11.7%,-20.5%,5.5,-9.1%,10.7%
CCC(=O)N1CCc2cc(Br)cc(S(=O)(=O)CCC(=O)NCc3ccccc3)c21,/,-29.9%,/,/,-7.6,/,8.3%
CCc1ocnc1C(=O)N1CCC2(CC1)CC(c1ccccc1)CN(C)C2 (centres undefined),4.1%[11.5 µM],3.4%,-28.8%,-3.1%,-9.3,-0.2%,-5.6%
COCCNC(=O)C1CCc2nnc(-c3cccc(C(F)(F)F)c3)n21 (centres undefined),-5.7%,-0.5%,1.3%,-24.0%,12.8,/,3.4%
Cc1noc(-c2ccn3c(CNC(=O)c4ccc(C)c(C)c4)nnc3c2)n1,3.4%,-20.3%,1.6%,-5.3%,21.7,4.4%,-9.2%
O=C(c1n[nH]c2ccccc12)N1CC(Oc2ccccc2-c2nc(C3CC3)no2)C1,i,15.3%,?,?,5.6,0.0%,-13.8%
Cc1c(C(=O)O)oc2c1-c1nn(Cc3ccccc3Cl)cc1CC2,/,-3.5%,/,/,-13.1,/,12.6%
COc1ccc(-c2nn(-c3ccccc3C)cc2CN2CCCC2c2nonc2C)cc1F (centres undefined),-9.4%,-7.3%,?,-19.3%,-1.1,5.0%,-2.8%
COc1ccc(CN(C)C2CCCN(CCc3ccccc3)C2)cc1F (centres undefined),-4.1%,?,?,?,0.0,9.1%,-8.0%
Cc1nn(C(C)C(=O)Nc2ccc(C(C)C)cc2)c(=O)c2c1sc1ccccc12 (centres undefined),/,-13.2%,/,/,-4.0,/,-1.0%
CC(=O)SC[C@@H](Cc1ccccc1)C(=O)NCC(=O)OCc1ccccc1,i,41.1%[25.6 µM],/,/,0.5,/,-14.5%[23.9 µM]
COc1ncc(-c2cc(C(=O)NCc3c(C)cc(C)[nH]c3=O)c3c(c2)N(C(C)C)CCO3)cn1,i,-27.0%,?,-29.6%,-10.4,-0.6%,-7.1%
COc1ccccc1CN1CCN(C2CCN(C(=O)Nc3ccccc3)CC2)C(=O)C1=O,/,9.3%,/,/,22.2,/,-9.0%
C[C@@H]1CNC[C@H]1c1nc(-c2ccncc2)no1,i,-5.4%,7.9%,i,3.2,-5.1%,-1.6%
Cc1ccccc1Nc1c(-c2cccnc2)nc2ccc(Cl)cn12,/,-1.1%,/,/,7.5,/,-27.0%
CCc1nnc(CN(CC)C(=O)c2ccc3nc(-c4ccccc4)cn3c2)o1,-11.0%[11.5 µM],-14.9%,-20.7%,-15.1%,-2.2,-6.9%,2.7%
COc1ccc(CC(=O)Nc2ccc([C@H]3OCC(=O)N(Cc4nccn4C)[C@@H]3CO)cc2)cc1,i,-18.3%,2.3%,0.5%,11.4,-1.8%,-7.8%
COc1ccc(N2CC(c3noc(-c4cc(C)cc(C)c4)n3)CC2=O)cc1OC (centres undefined),4.0%,-19.3%,?,-24.1%,7.5,-3.3%,4.5%
Cc1nc2c(s1)C[C@@H]1[C@](C)(CO)[C@H](O)CC[C@@]1(C)[C@@H]2CC(=O)Nc1ccccc1,-11.4%[88.5 µM],8.9%[87.6 µM],-24.7%[172 µM],-6.8%[138 µM],-5.4,10.8%[172 µM],-4.8%[87.6 µM]
Cc1nc2cccnc2n1CC1CCCN(S(=O)(=O)c2ccccc2)C1 (centres undefined),-4.3%,3.9%,?,-24.6%,-14.1,-6.7%,2.3%
COC(=O)NNC(=O)C1CCC(C)CC1 (centres undefined),/,0.2%,/,/,-2.9,/,-7.3%
CCCCOc1ccc(C(C)NC(=O)c2cccc(Nc3nc4ccccc4n4nnnc34)c2)cc1 (centres undefined),/,55.7%[activator],/,/,0.6,/,7.1%
CCCNC(=O)N(C1CCOCC1)C1CCN(C(=O)c2ccsc2)CC1,i,13.9%,10.5%,i,-5.1,3.4%,1.8%
COCCOc1ccc2c(n1)CCN(C(=O)COc1ccc(F)cc1)C2,i,-10.5%,0.3%,-14.0%,17.6,-5.2%,-4.7%[12.5 µM]
COc1ccc(C(=O)NC2CCN(c3cc(-c4ccccc4)[nH]n3)C2)cc1OC (centres undefined),?,?,?,-8.5%,6.5,-1.2%,-11.1%
Cc1ccc(CC(=O)N2CCc3cn(C)c4cccc(c34)C2)cc1,i,-11.1%,79.4µM*,?,1.9,-3.2%,3.4%
Cc1nn(-c2ccccc2)c2c1N(CCCC(=O)NCc1ccc(N(C)C)cc1)C(=O)CS2,/,-25.2%,/,/,-6.2,/,-3.2%
CCC(=O)N1Cc2ccccc2CC2(CCCCN2CC2CCNC2)C1 (centres undefined),i,2.6%,-10.6%,-1.0%,-8.4,/,-9.0%
CCOC(=O)c1ccc(O)c(O)c1,28.2µM*,-38.5%[25.6 µM],/,/,16.0,/,8.9%[23.9 µM]
COC1CN(C(=O)OCc2ccccc2)CCC(=O)N(C)c2ccccc21 (centres undefined),-4.0%[27.3 µM],-4.7%[25.6 µM],?,-27.6%[46.1 µM],-0.7,/,-16.3%[23.9 µM]
CC(C)NC(=O)C[C@@H]1O[C@H](CNC[C@H]2O[C@@H](CC(=O)NC(C)C)[C@H](O)[C@@H]2O)[C@@H](O)[C@H]1O,-4.6%,8.8%,i,-18.3%,10.5,-12.9%,-4.5%
CCOc1ccc(C(=O)c2oc3ccccc3c2NC(=O)Cc2coc3cc(C)cc(C)c23)cc1,/,47.2%[activator],/,/,-7.9,/,7.8%
COc1cc(/C=C/C(=O)OC[C@H]2O[C@@H](OC3OC=C(C(=O)O)C4C(O)CC(C)(O)C34)[C@H](O)[C@@H](O)[C@@H]2O)cc(OC)c1O (some centres undefined),i,/,/,/,18.1,/,-3.7%[23.9 µM]
Cc1ccc(CN(C(=O)Nc2cccc(Cl)c2)c2ccccn2)cc1,/,61.5%[activator],/,/,14.7,/,-7.7%
CCCNc1cc(N2CCC(CCC(=O)N3CCN(c4ccc(F)cc4)CC3)CC2)ncn1,i,?,?,20µM*,3.4,?,-28.4%
Cc1c(C(=O)Nc2cccc(C(F)(F)F)c2)oc2ccc(S(=O)(=O)N3CCC4(CC3)OCCO4)cc12,/,2.6%,/,/,2.3,/,9.1%
CC(C)Oc1cccc(-c2nc(C(=O)NCc3ccco3)cs2)c1,-6.1%,78.8%[activator],?,?,0.9,?,0.2%

Part of the list above, reformatted:
Second line of a record – GPT2 inhibitor	SNCA expr inh	HEK293 tox	3T3 cytotox	IP6K1 inh	Luciferase inh	SNCA viab count
- COc1ccc(C(=O)NC2CCN(c3cc(-c4ccccc4)[nH]n3)C2)cc1OC (centres undefined)
→ ?	?	?	-8.5%	6.5	-1.2%	-11.1%
- Cc1ccc(CC(=O)N2CCc3cn(C)c4cccc(c34)C2)cc1
→ i	-11.1%	79.4µM*	?	1.9	-3.2%	3.4%

More entries
molecule,GPT2 inhibitor,SNCA expr inh,HEK293 tox,3T3 cytotox,IP6K1 inh,Luciferase inh,SNCA viab count
CC(=O)N1CCC(C(=O)N[C@H]2CCN3C(=O)N(c4ccc(C)cc4)C(=O)[C@@H]3C2)CC1,i,16.4%[87.6 µM],i,-4.0%[174 µM],-0.1,-4.3%[172 µM],8.1%[87.6 µM]
CCOC(=O)c1ccc(N2C(=O)c3n[nH]c(-c4cccs4)c3C2c2ccc(OCC)cc2)cc1 (centres undefined),/,?,/,/,3.5,/,?
COc1ccc(/C=C\c2onc(C)c2S(=O)(=O)N2CCC(C(=O)Nc3ccc(C)c(F)c3)CC2)cc1,/,-8.8%,/,/,37.4,/,4.7%
Cc1ccsc1CN1CCC2(CCC2N2CCOCC2)CC1 (centres undefined),i,0.9%,-6.3%,-16.8%,5.6,/,16.6%
CCOC(=O)[C@@H]1CN(C(=O)OCC)[C@H]2c3ccccc3O[C@@H]12,/,/,-18.4%,?,7.0,/,/
Cn1nc(C(=O)N2CCC3(CC2)N=C(c2ccccc2)NO3)c2ccccc21,i,73.8%[activator],?,-3.4%,-6.3,35.5µM*,-3.0%
COCCC(=O)N1CCC(Oc2ccccc2-c2nc(C3CC3)no2)C1 (centres undefined),i,-11.5%,-4.7%,-14.9%,-14.8,9.9%,3.0%
